Compound activity from PubChem.
CendR NRP1 mod = NRP-1/CendR interaction modulation. O14786. FAM-RPARPAR peptide binding to NRP-1, fluorescence polarization. inhibition, % at 25 µM. 360,000 tested, 0.85% active. AID 602438;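 active = inhibition or corrected inhibition above about 18%, plus a signal ratio from 0.5 to 1.5, limit read from the data, passing the limit was not always enough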; also: strong numbers were not always called active
STEP block = STEP (human) phosphatase inhibition; P54829; recombinant STEP, OMFP fluorogenic substrate, fluorescence; inhibition, % at 20 µM; 360,000 tested, 0.25% active; AID 588621;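 active = inhibition at 20 µM, scaled per plate between control wells, above about 37%, limit read from the data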;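 also: 0% = DMSO with enzyme and substrate and 100% = substrate only without enzyme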
Target sequence (P54829 whole entry, looked up): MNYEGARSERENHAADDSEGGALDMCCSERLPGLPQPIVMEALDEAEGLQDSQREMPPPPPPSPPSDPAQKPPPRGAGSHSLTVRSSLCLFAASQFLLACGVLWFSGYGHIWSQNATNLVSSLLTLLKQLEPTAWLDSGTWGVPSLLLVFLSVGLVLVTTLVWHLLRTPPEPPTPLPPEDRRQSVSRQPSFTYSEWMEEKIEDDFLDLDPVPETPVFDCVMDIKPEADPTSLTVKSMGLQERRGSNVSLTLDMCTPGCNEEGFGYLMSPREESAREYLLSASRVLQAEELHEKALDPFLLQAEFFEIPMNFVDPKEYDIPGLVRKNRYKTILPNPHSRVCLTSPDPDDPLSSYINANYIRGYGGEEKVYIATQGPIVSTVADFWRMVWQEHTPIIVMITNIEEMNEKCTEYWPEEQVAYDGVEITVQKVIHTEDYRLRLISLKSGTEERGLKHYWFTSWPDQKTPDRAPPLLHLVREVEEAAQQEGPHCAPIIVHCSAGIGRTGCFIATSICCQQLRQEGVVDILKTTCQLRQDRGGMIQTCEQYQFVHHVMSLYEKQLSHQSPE
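Measure: Control-normalized % inhibition with plate pattern correction | Test system: STEP phosphatase, cell-free reaction | Medium: pH 6.0 Bis-Tris with DTT and Tween 20 | Technique: Fluorescence, 480/540 nm | Times: Reaction 20 min, ambient temperature | Doses: Single compound dose of 20 µM, 1% DMSO final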
Scp1 inh = blocks human Scp-1 phosphatase activity | Recombinant Scp1, phosphopeptide, malachite green phosphate absorbance | inhibition, % at 20 µM | 340,000 tested, 0.88% active;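 active = inhibition above about 50% at 20 µM, limit read from the data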;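 also: plate controls were DMSO wells with enzyme for no effect and wells lacking enzyme for full effect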
Target sequence (Q9GZU7 76-261 limits assumed): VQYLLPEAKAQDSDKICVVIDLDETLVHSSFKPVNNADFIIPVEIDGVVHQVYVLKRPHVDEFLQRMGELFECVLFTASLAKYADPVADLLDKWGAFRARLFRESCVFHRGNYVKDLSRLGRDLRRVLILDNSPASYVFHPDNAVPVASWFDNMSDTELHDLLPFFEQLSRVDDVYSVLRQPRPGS
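System: truncated SCP-1 phosphatase (76-261aa); medium: Tris acetate buffer pH 5.5 with MgCl2 and Tween-20; incubation: 45 min room-temperature reaction, 5 min colour, 30 min stabiliser; compound: single 20 µM dose, 1% DMSO; reagent: Phosphorylated 17-residue peptide substrate; read-out: % inhibition at 20 µM; technique: colorimetric free-phosphate detection, absorbance 630 nm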
SUMO1-SIM PPI = modulators of human SUMO1-mediated protein-protein interactions; P63165; SUMO1 binding to a labelled peptide, TR-FRET, 1 h; inhibition, % at 20 µM; 360,000 tested, 0.33% active; AID 602429; in the data active = inhibition above about 37%
Target sequence (P63165 whole entry, looked up): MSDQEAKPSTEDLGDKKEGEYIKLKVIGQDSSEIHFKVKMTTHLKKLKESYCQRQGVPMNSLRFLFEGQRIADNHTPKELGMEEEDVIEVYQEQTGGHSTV
eLon inh = E. coli protease La inhibition; inhibition, % at 7.94 µM; 360,000 tested, 0.42% active; purified E. coli Lon protease, fluorescence polarization; in the data active = inhibition above about 13%, passing the limit was not always enough;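 also: 0% = enzyme with probe and DMSO and 100% = no enzyme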
LMPTP block = blocks human LMPTP phosphatase | P24666 | recombinant LMPTP-A, OMFP fluorogenic substrate, fluorescence intensity | inhibition, % at 20 µM | 360,000 tested, 0.22% active | AID 651560;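 active = compounds that cut the enzyme signal by at least half of the control window in the single-dose screen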;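 also: plate controls were DMSO wells with enzyme plus substrate for no effect and substrate without enzyme for full effect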
Target sequence (P24666 whole entry, looked up): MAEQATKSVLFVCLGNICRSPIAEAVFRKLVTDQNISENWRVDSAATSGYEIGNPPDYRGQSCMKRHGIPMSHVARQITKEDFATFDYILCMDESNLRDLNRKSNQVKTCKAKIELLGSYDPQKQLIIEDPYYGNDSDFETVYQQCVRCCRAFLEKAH
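test system = LMPTP-A | amount = 0.625 nM LMPTP-A final | reagent = fluorogenic phosphatase substrate OMFP at 400 µM final | incubation = 50 min at room temperature | benchmarks = no-enzyme low control, uninhibited high control | medium = Bis-Tris pH 6.0, DTT, detergent | signal = fluorescence intensity of OMFP turnover product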
bovine MsrA act = activators of bovine methionine sulfoxide reductase A; activation, % at 10.6 µM; 360,000 tested, 0.3% active; purified bovine MsrA, absorbance read-out; in the data active = activation above about 7.5%;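 also: 0% = vehicle and 100% = reference activator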
MsrA inh = inhibitors of bovine MsrA; purified bovine MsrA, absorbance read-out; inhibition, % at 15.5 µM; 360,000 tested, 0.75% active; in the data active = inhibition above about 4.5%;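 also: 0% = vehicle wells with enzyme and 100% = reference inhibitor wells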
DNMT1 block = blocks human DNA methyltransferase DNMT1. DNMT1 molecular beacon, Hinp1I cleavage, fluorescence. inhibition (reported as % activation of signal), % at 10 µM. 360,000 tested, 0.83% active; in the data active = inhibition above about 50%
TbMetRS inhib = blocks T. brucei methionyl-tRNA synthetase activity | purified T. brucei MetRS, ATP depletion, Kinase-Glo luminescence | inhibition, % at 11.9 µM | 360,000 tested, 0.4% active | AID 624268;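 active = inhibition above a per-plate cutoff of the control wells' mean inhibition plus 3 SD, cut at about 5.5% in these data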;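 also: 0% = DMSO wells median and 100% = median of wells with control inhibitor compound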
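Dosing: 11.9 µM single point; system: parasite MetRS enzyme; technique: luminescence of leftover ATP; times: 15 min enzyme-compound preincubation, 2 h reaction, 10 min detection, 25 °C; replicates: each compound tested once; read-out basis: percent inhibition relative to median high and low control wells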
* = called active by the depositor; . = no result given.

Below each compound – MsrA inh	CendR NRP1 mod	SUMO1-SIM PPI	DNMT1 block	Scp1 inh	eLon inh	bovine MsrA act	STEP block	LMPTP block	TbMetRS inhib
- COc1ccc([C@H]2CC(=O)C=C(c3ccc(NC(C)=O)cc3)C2)cc1OC
    2.4	8	-38	-1	2	-8	-3	-2	0.8	0.3
- CN(C)c1ccc(C(CNS(=O)(=O)c2ccc3ccccc3c2)c2c[nH]c3ccccc23)cc1 (stereo not drawn)
    0.8	-5	-4	-37	4	-2	-7	4	4.7	0.0
- Cc1ccc(N(CC(=O)O)S(C)(=O)=O)cc1
    -0.5	-4	2	0	-2	7	-9	-4	-0.5	-1.4
- Cc1cc(NS(=O)(=O)c2cccc([N+](=O)[O-])c2)no1
    0.0	11	-22	5	-6	-14	-3	-4	-1.6	-0.2
- O=C(O)CCCc1nc(-c2ccc(Cl)cc2)no1
    0.8	3	-1	-4	-4	-2	-8	-2	-2.3	-0.9
- CCN(CC)C(=O)Oc1ccc2c(c1)O/C(=C\c1ccco1)C2=O
    4.4	-32	-31	0	-11	-5	-2	4	3.6	-0.4
- COc1ccc(C(C(=O)NC2CCCC2)N(Cc2ccc(C)cc2)C(=O)c2ccn[nH]2)cc1OC (stereo not drawn)
    0.4	3	-2	-3	0	1	-2	0	-1.6	-0.3
- COC(=O)N/N=C/c1ccc(Oc2ccccc2)cc1
    -1.2	5	-7	1	-10	8	-3	-1	0.2	-0.4
- CN(C)S(=O)(=O)c1cccc(C(=O)Nc2ccc(C(=O)Nc3cccc(S(N)(=O)=O)c3)cc2)c1
    0.1	11	-1	-13	-15	-3	-3	-3	-2.8	-0.5
- S=c1[nH]nc(CSc2nc3ccccc3s2)n1C1CCCCC1
    -0.5	-6	0	1	3	-10	0	0	1.6	0.0
- Cc1ccc(SCCC(=O)NCc2ccco2)cc1
    -0.9	-1	3	0	2	1	-4	1	-0.1	-0.7
- O=C1CC(c2ccc(Cl)c([N+](=O)[O-])c2)c2ccc3ccccc3c2N1 (stereo not drawn)
    -0.4	-3	-10	-10	-8	-8	-1	3	1.4	-0.8
- CCN(Cc1ccccc1)C(=O)Cn1cc2c(n1)CCCC2
    0.5	-6	3	-2	-4	0	-6	-1	0.2	1.5
- COc1ccc(CNCCCn2cnc(C(=O)Nc3ccc(C)c(C)c3)n2)cc1
    -0.9	-7	-3	3	4	0	-2	-3	-3.2	0.7
- O=C(N/N=C/c1ccc([N+](=O)[O-])o1)C1CC1
    3.3	3	-17	36	45	-4	1	6	1.6	0.1
- COc1ccc(-c2nc(CS(=O)CC(=O)NCc3cccnc3)c(C)o2)cc1 (stereo not drawn)
    0.8	-10	0	0	-8	-11	-2	1	-0.8	1.0
- CCCOc1ccc(CCCN=C(N)N)cc1Cl
    2.7	-3	-3	-1	-11	16	2	3	-0.7	0.4
- CN(Cc1nccn1C)C(=O)CC1C(=O)NCCN1CC(c1ccccc1)c1ccccc1 (stereo not drawn)
    0.4	0	-6	-2	-9	11	0	0	-1.9	0.0
- CCN(C(=O)CN1CCc2ccccc21)c1c(N)n(Cc2ccccc2)c(=O)[nH]c1=O
    1.3	-57	-6	-17	3	-15	-4	0	0.2	-0.7
- COc1ccc(CC(=O)N(C)CC(=O)Nc2cccc(F)c2)cc1S(=O)(=O)N1CCOCC1
    1.4	-2	-44	-4	6	8	-2	-1	-7.3	-0.3

Whole records, quoted from the list. Order of values: MsrA inh, CendR NRP1 mod, SUMO1-SIM PPI, DNMT1 block, Scp1 inh, eLon inh, bovine MsrA act, STEP block, LMPTP block, TbMetRS inhib
Cc1ccc(SCCC(=O)NCc2ccco2)cc1 in the list: -0.9, -1, 3, 0, 2, 1, -4, 1, -0.1, -0.7
CN(C)S(=O)(=O)c1cccc(C(=O)Nc2ccc(C(=O)Nc3cccc(S(N)(=O)=O)c3)cc2)c1 in the list: 0.1, 11, -1, -13, -15, -3, -3, -3, -2.8, -0.5

Following part.
Below each compound – MsrA inh	CendR NRP1 mod	SUMO1-SIM PPI	DNMT1 block	Scp1 inh	eLon inh	bovine MsrA act	STEP block	LMPTP block	TbMetRS inhib
- Cc1ccc(S(=O)(=O)N(C)c2ccc(C(=O)NCC3CCCO3)cc2)cc1 (stereo not drawn)
    -1.4	-8	-6	10	-4	2	-9	-4	-2.4	-0.9
- CCOC(=O)C=C1CCN(c2ncc(C(F)(F)F)cc2Cl)CC1
    0.6	11	-3	10	-7	10	-1	12	1.3	-0.2
- CC(=O)c1[nH]c(C)c(C(=O)N2CCCC(Nc3ccc(C(C)C)cc3)C2)c1C (stereo not drawn)
    0.1	-6	-1	0	-5	2	-8	-1	0.5	-0.7
- CC(C)CN1CN(Cc2ccccc2)CNC1=S
    1.2	1	-1	-126	-1	13	-8	-1	-0.8	-1.3
- COc1cc2nc(N(C)C)nc(N)c2cc1OC
    1.0	-3	8	27	-6	-10	-1	7	3.1	-1.1
- CC(C)(C)CC(=O)Nc1ccc(S(=O)(=O)NC2=NCCCCC2)cc1
    -1.8	13	0	-2	-10	-2	-2	0	0.2	0.0
- CN1C2C=C3C(C#N)=C(N)C(C#N)(C#N)C(c4ccc(Br)cc4)C3C1CC2 (stereo not drawn)
    1.1	-17	-10	-11	-5	0	0	0	-1.4	1.0
- COc1ccccc1N=Nc1c(O)[nH]c2ccc(Br)cc12
    1.8	-133	-4	16	-9	-16	-2	-4	9.1	0.0
- O=C(/C=C/c1ccccc1)Nc1cc(NC(=O)/C=C/c2ccccc2)cc(C(=O)O)c1
    2.8	-20	3	-4	19	1	-2	1	1.1	-1.3
- O=C(NCCN1CCOCC1)c1ccc2c(c1)N(Cc1ccccc1)C(=O)c1ccccc1S2
    -1.0	4	1	2	23	2	-1	-1	-0.7	-0.6
- COc1cc2c(cc1NC(=O)C(Cl)Cl)-c1ccc(NC(=O)C(Cl)Cl)cc1C2
    1.8	8	-27	34	-5	5	-6	2	1.0	-0.3
- COc1cc(C(=O)N/N=C/c2ccc3c(c2)c2ccccc2n3C)ccc1O
    2.0	3	6	-8	-5	-6	-4	1	0.6	0.3
- Cc1oc(C(N)=O)nc1-c1ccccc1
    0.2	-3	0	0	-1	9	-7	1	-0.3	-0.8
- CCCC(=O)Nc1ccc(C(=O)COC(=O)c2cc(C)oc2C)cc1
    -1.0	19	-2	-2	-10	-4	-2	-2	2.3	-0.3
- CCOc1ccccc1CNC(=O)c1nn(C)c2c1CS(=O)(=O)c1ccccc1-2
    1.2	9	2	0	-6	2	-2	-1	0.0	-0.7
- O=C(N[C@@H](Cc1ccc(O)cc1)C(=O)O)c1ccncc1
    0.5	-7	7	5	-8	-14	-2	-1	-0.8	-0.1
- CCN(CC)S(=O)(=O)c1ccc2nc(CCl)[nH]c2c1
    0.1	-12	2	2	8	-3	-8	-2	-1.5	-0.8
- CCn1c(Cc2ccccc2)nnc1SCc1ccc([N+](=O)[O-])cc1
    0.5	-10	-14	2	1	-3	-2	4	0.2	-0.6
- O=C(/C=C/c1cccc(F)c1)Nc1cc(S(=O)(=O)N2CCOCC2)ccc1N1CCCC1
    -0.3	-39	-1	13	-1	-17	0	0	1.4	-0.4
- CCCOc1ccc(S(=O)(=O)NCCN2CCOCC2)c2ccccc12
    -0.7	2	0	-7	1	-7	-4	0	0.7	-1.8

Looked up above:
CN1C2C=C3C(C#N)=C(N)C(C#N)(C#N)C(c4ccc(Br)cc4)C3C1CC2 (stereo not drawn) in CendR NRP1 mod = -17
CC(=O)c1[nH]c(C)c(C(=O)N2CCCC(Nc3ccc(C(C)C)cc3)C2)c1C (stereo not drawn) in TbMetRS inhib = -0.7

Other compounds follow:
Below each compound – MsrA inh	CendR NRP1 mod	SUMO1-SIM PPI	DNMT1 block	Scp1 inh	eLon inh	bovine MsrA act	STEP block	LMPTP block	TbMetRS inhib
- CCCCNC(=O)CC1Nc2ccccc2NC1=O (stereo not drawn)
    0.4	-2	-4	6	-7	5	-4	4	-2.5	0.1
- Cc1ccc(C)c(/C(O)=C2\C(=O)C(=O)N(CCCn3ccnc3)C2c2ccncc2)c1 (stereo not drawn)
    2.9	4	-5	-1	-10	-1	-3	7	-6.6	-0.5
- O=C(Cc1ccccc1[N+](=O)[O-])N/N=C/c1cccnc1
    0.1	-8	-12	2	-2	0	-6	0	-0.7	0.1
- C/C(CC(=O)NC(C)(C)C)=N\NC(=O)COc1ccc(C)cc1Br
    -0.5	3	2	4	-2	-5	-9	-3	0.3	-0.8
- CN(C)CCNC=C(C(=O)Nc1ccc(Cl)cc1Cl)C(=O)Nc1ccc(Cl)cc1Cl
    0.2	8	-4	-8	-4	10	-3	10	-1.5	-0.5
- COC(=O)N/N=C/c1c[nH]c2ccccc12
    0.9	6	1	-1	-2	-13	-1	8	-0.3	-0.5
- O=C(Nc1ccccc1Cl)c1c(F)c(F)c(F)c(F)c1F
    0.6	1	-3	5	-7	6	-8	0	-0.4	-0.9
- COc1ccc(N2CC(NS(=O)(=O)c3ccc(F)cc3)CC2=O)cc1 (stereo not drawn)
    -2.1	-1	0	-2	-5	-5	-1	-1	-0.4	-0.3
- O=C(NCCN1CCOCC1)c1ccccc1N1C(=O)[C@@H]2Cc3c([nH]c4ccccc34)C(c3ccc(F)cc3)N2C1=O (stereo partly drawn)
    1.4	0	-6	-3	7	-3	0	-3	-0.5	5.1
- CCS(=O)(=O)Nc1ccc(C2=NN(C(=O)c3ccccc3)C(c3cccs3)C2)cc1 (stereo not drawn)
    1.9	3	-13	-3	-6	-7	-2	-2	1.7	0.0
- COc1ccc(C)cc1Nc1nc(N)c2cc(OC)c(OC)cc2n1
    .	12	13	-7	-6	-11	-2	1	1.4	-0.9
- COc1cc(SC)ccc1C(=O)N1CCN(S(=O)(=O)/C=C/c2ccccc2)CC1
    0.5	1	-1	5	0	-3	-9	-1	0.7	-0.6
- Cc1cc(C)c(NC(=O)Cn2cc3c(n2)CCCC3)c(C)c1
    -0.3	1	-1	-1	-8	11	1	-3	0.7	0.0
- O=C1c2cccc(OCC(=O)N3N=C(c4cccs4)CC3c3ccc(F)cc3)c2CCN1Cc1cccnc1 (stereo not drawn)
    2.5	0	2	-11	10	-9	-1	-2	17	-0.1
- Cc1cc(C)cc(N(CC(=O)Nc2c(C)n(C)n(-c3ccccc3)c2=O)S(C)(=O)=O)c1
    0.4	-1	0	2	-6	2	-3	-1	-1.8	0.7
- CCC1Oc2ccc(C)cc2N(CC(=O)NCc2ccccc2OC)C1=O (stereo not drawn)
    -0.5	2	-6	2	-2	13	2	2	-0.2	-0.1
- Cc1cc(OCC(=O)Nc2cccc(S(=O)(=O)NC3=NCCCCC3)c2)ccc1Cl
    0.2	-6	3	-5	-6	-10	-4	5	-1.2	-0.4
- CC12CCC3c4ccc(OCC(=O)O)cc4CCC3C1CCC2=O (stereo not drawn)
    0.0	5	-3	-2	5	-1	-3	0	-0.3	-0.1
- Cc1cc(C(F)(F)F)nc(SCC(=O)NC2CC3CCC2C3)n1 (stereo not drawn)
    -0.5	3	-5	-1	-1	1	-1	-2	-2.2	-0.2
